# ELG1 DNA repair: inhibitors of ELG1-dependent DNA repair in HEK293T cells | HEK293T ELG1-luciferase reporter, luminescence, 16 h; DNA damage induced by 5-fluorouridine | Potency, µM (doses to about 46.1 µM), without a hit: at the highest dose activity change, negative = inhibition, actives largely listed as inhibitors | 330,000 tested, 2.3% active | AID 504467; note: potency is the fitted concentration of half-maximal effect; % is set by controls: 0 for no effect and ±100 for the full control effect; nearly all actives have a fitted effect of over 55% in size
#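 Step one: seed 2,000 cells per well. Step two: pin-transfer compound or DMSO alongside 5-fluorouridine. Step three: incubate 16 hr, 37 °C, 5% CO2. Step four: add ONE-Glo, wait 30 min, read luminescence.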
# Tb PFK inh: T. brucei PFK enzyme inhibition. O15648. T. brucei PFK, ADP-Glo luminescence. Potency, µM (doses to about 57.5 µM), for the others: at the highest dose activity, negative = inhibition, usual class: inhibitors. 330,000 tested, 0.17% active. AID 485367;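 note: potency is the fitted concentration of half-maximal effect; 0% = uninhibited 1x PFK enzyme wells and -100% = no-enzyme wells; nearly all actives have a fitted effect of over 60% in size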
#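 PFK 1.25 nM, F6P 0.5 mM, ATP 0.1 mM, 0.1 M TEA pH 8.0, 5 mM MgCl2, 0.01% Tween20, 0.1% BSA; 45 min RT. ADP-Glo readout. qHTS titration up to 57 uM; curves fitted, compounds curve-classed.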
# TRPV1 ag: human TRPV1 agonism; AID 540275; 320,000 tested, 0.19% active; TRPV1-expressing cells, Fluo-8 calcium influx, agonist mode; activation, % at 8.33 µM; in the data active = activation above about 80%; inconclusive = between about 30% and that limit; note: 0% is about no effect
# Target sequence (Q8NER1 whole entry, looked up): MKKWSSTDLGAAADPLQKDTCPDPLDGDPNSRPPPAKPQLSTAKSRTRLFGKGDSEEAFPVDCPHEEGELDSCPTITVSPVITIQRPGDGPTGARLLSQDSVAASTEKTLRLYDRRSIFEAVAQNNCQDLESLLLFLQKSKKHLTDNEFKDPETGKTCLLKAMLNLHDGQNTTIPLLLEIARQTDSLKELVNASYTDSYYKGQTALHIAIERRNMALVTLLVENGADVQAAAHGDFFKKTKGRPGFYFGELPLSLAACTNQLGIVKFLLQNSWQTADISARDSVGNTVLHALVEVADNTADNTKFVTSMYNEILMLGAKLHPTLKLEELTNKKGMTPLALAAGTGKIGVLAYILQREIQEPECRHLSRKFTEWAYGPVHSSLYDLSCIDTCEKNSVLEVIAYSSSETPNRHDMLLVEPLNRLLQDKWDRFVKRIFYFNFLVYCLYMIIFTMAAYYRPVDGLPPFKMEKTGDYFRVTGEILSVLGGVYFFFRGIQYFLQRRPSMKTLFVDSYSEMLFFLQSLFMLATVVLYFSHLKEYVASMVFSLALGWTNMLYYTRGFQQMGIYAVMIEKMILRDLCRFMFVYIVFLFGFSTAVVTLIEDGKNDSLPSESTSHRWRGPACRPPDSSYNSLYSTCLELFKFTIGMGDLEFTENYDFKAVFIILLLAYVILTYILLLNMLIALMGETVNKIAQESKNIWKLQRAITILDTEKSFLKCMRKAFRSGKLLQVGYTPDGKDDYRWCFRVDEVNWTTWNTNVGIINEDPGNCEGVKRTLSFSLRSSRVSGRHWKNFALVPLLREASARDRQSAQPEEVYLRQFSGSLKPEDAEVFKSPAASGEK
#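 Cells expressing TRPV1 were dye-loaded with Fluo-8 and read kinetically: 10 s baseline, 3 min after compound (agonist portion), then 2 min after EC20 capsaicin (allosteric enhancer portion). Calcium-bound dye fluorescence at 480/520 nm.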
# p53 reactivation: restores transcriptional activity of mutant p53. H1299 p53-A138V BP100-luciferase reporter, luminescence, 24 h. Potency, µM (highest dose often 92.2 µM), for inactives: at the highest dose activity change, positive = activation, actives largely listed as activators. 320,000 tested, 0.063% active; note: potency is the fitted concentration of half-maximal effect; % of control where 0% means no effect; nearly all actives have a fitted effect of over 45% in size
#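 H1299 (p53-null), stable ts p53-A138V + BP100-Luc; 1000 cells/well, Opti-MEM/10% FBS; cpd 4 pt, 1:5; 24 h, 37 deg C, 5% CO2; detection reagent 10 min RT; luminescence.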
# Rab9 prom act: activates the Rab9 promoter; Huh7 Rab9 promoter-luciferase reporter, luminescence, 24 h; Potency, µM (doses to about 9.22 µM), inactives show at the highest dose activation, negative = inhibition, usual class: activators; 320,000 tested, 2.8% active; AID 485297; note: potency is the fitted concentration of half-maximal effect; % of control where 0% means no effect; nearly all actives have a fitted effect of over 60% in size
#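 Huh7 cells stably carrying a Rab9 promoter-luciferase reporter, 1500 cells per well in OP-MEM I with 10% FBS, treated with compound 24 hours at 37C. Luciferase activity read by luminescence after 10 minutes with Amplite reagent.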
# BRCA1 expr up: BRCA1 expression activation | MCF7-BRCA1-FFLuc reporter, luminescence, 48 h; response scale: scaled: vehicle 0%, 10 µM genistein 100% | Potency, µM (titrated, usually from 46.1 µM), without a hit: top-dose activation, usual class: activators | 380,000 tested, 1.1% active; note: potency is the fitted concentration of half-maximal effect; nearly all actives have a fitted effect of over 80% in size; some results filed as inactive show a strong effect at the top dose
#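 Luminescence from a BRCA1-driven firefly luciferase in MCF7 cells was the read-out, taken 15 min after substrate addition following 48 h compound exposure at 37 °C. Data were normalized to a 10 microM genistein control and DMSO vehicle.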
# FLuc modulator: inhibits or activates purified firefly luciferase, miR-21 counter-screen. P08659. purified FLuc, Km substrates, luminescence inhibition. Potency, µM (series often up to 57.5 µM), for inactives: at the top dose activity change, negative = inhibition, usual class: inhibitors. 360,000 tested, 6.9% active;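 note: potency is the fitted concentration of half-maximal effect; plate controls were vehicle for no effect and reference inhibitor for full effect; nearly all actives have a fitted effect of over 55% in size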
#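 Biochemical qHTS of compounds, final roughly 60 µM downward over six points, against 10 nM purified firefly luciferase using Km concentrations of substrates (10 uM D-luciferin, 10 uM ATP) in Tris acetate pH 7.5 buffer; luminescence output.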
# Gal4-VP16 FLuc: inhibits Gal4-VP16 luciferase reporter, ROR gamma counter-screen; Drosophila S2 Gal4-VP16 UAS-luciferase, luminescence, 20 h; Potency, µM (doses to about 53.6 µM), for the others: at the highest dose activity, negative = inhibition, actives largely listed as inhibitors; 310,000 tested, 3.5% active; AID 2546;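 note: Gal4-VP16 expression switched on by copper sulfate through the metallothionein promoter; potency is the fitted concentration of half-maximal effect; % is set by controls: 0 for no effect and ±100 for the full control effect; nearly all actives have a fitted effect of over 50% in size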
# RORgamma inh: blocks mouse ROR gamma transcriptional activity. 310,000 tested, 5.4% active. P51450. Potency, µM (titrated, usually from 53.6 µM), inactives show at the top dose activity change, negative = inhibition, usual class: inhibitors. Drosophila S2 Gal4-RORgamma UAS-luciferase reporter, 20 h; note: potency is the fitted concentration of half-maximal effect; % is set by controls: 0 for no effect and ±100 for the full control effect; nearly all actives have a fitted effect of over 60% in size
#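 Schneider cells (Drosophila), stable Gal4 DBD–ROR gamma + UAS-luc; 1 hr cmpd preincubation; Cu2+ induction 700 uM final; 20 hr ambient; luminescence.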
# ELG1 genotox: genotoxicity induction in ELG1-luciferase HEK293T cells; Potency, µM (series often up to 46 µM), without a hit: at the highest dose activity change, positive = activation, usual class: activators; HEK293T ELG1-luciferase reporter, luminescence, 16 h; AID 504466; 330,000 tested, 1.3% active; note: potency is the fitted concentration of half-maximal effect; % of control where 0% means no effect; nearly all actives have a fitted effect of over 60% in size
#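 Step 1: seed 2,000 HEK293T ELG1-luciferase cells per well. Step 2: add compound or DMSO, incubate 16 hr at 37 °C. Step 3: ONE-Glo, 30 min at room temperature, read luminescence.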
# NPC1 prom act: NPC1 promoter activation. Huh7 NPC1 promoter luciferase reporter, 24 h. Potency, µM (series often up to 9.22 µM), for the others: top-dose activation, most hits filed as activators. 320,000 tested, 2.4% active;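 note: potency is the fitted concentration of half-maximal effect; % of control where 0% means no effect; nearly all actives have a fitted effect of over 60% in size; reporter is driven by a mutant NPC1 promoter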
#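 Luciferase expression driven by the NPC1 promoter was measured in stably transfected Huh7 cells after a 24 h compound incubation, using a luciferase reagent and a luminescence read.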
# * marks the source's active call; other numbers are inactive results; u = inconclusive; x = no result given; [ ] = another dose, or the depositor's remark. Unless noted, calls come from the whole dose curve; as a rule, active = well fitted curve in the direction sought with a large enough effect; inconclusive = small, poorly fitted or top-dose-only effect, or another doubt; inactive = no such curve, though single readings can be large; an effect the other way counts as inactive or inconclusive.
1. Cc1ccc(S(=O)(=O)Nc2cc(=O)[nH]c(SCc3ccccc3Cl)n2)cc1
2. C=CCOc1ccc(C2C(C(=O)c3ccco3)=C(O)C(=O)N2c2nnc(C)s2)cc1 (stereo not given)
3. O=C(c1ccccc1)N1CCN(C(=O)c2ccc(OC(F)(F)F)cc2)CC1
4. COc1ccc(-c2cc(C(F)(F)F)n3ncc(C(=O)Nc4c(C)n(C)n(-c5ccccc5)c4=O)c3n2)cc1
5. O=C(COC(=O)c1ccccc1O)NCCCc1ccccc1
6. COc1nc(NCCO)nc(Nc2cc(Cl)ccc2OC)n1

assay / entry,1,2,3,4,5,6
ELG1 DNA repair,u,5%,u,-4%,12%,-2%
Tb PFK inh,0%,-27%,4%,-1%,-7%,1%
TRPV1 ag,4,11,1,1,25,0
p53 reactivation,-4%,4%,3%,1%,13%,x
Rab9 prom act,0%,2%,13%,-6%,1%,8%
BRCA1 expr up,-70%,47%,-5%,x,5%,-30%
FLuc modulator,4%,u,-1%,0%,0%,4%
Gal4-VP16 FLuc,-10%,1%,-12%,-4%,-15%,-15%
RORgamma inh,11%,1%,1%,-12%,5%,12%
ELG1 genotox,-1%,4%,-4%,-1%,1%,-2%
NPC1 prom act,-4%,5%,2%,-7%,-3%,-4%

7. Cc1cc(Br)c(NC(=O)COC(=O)c2ccc[n+]([O-])c2)c(Br)c1
8. COc1ccccc1C(=O)N/C(=C/c1cccc([N+](=O)[O-])c1)C(=O)Nc1cccc(C(=O)O)c1
9. COC(=O)C1CCN(C(=O)CSc2nnc(-c3ccncc3)o2)CC1
10. CCCCCc1ccc(OCCCC[n+]2ccc(C)cc2)c(CCCCC)c1
11. CSc1ccc(CN(C)CCc2ccccn2)cc1
12. CCCOc1ccc(C2C(C(=O)c3cc4ccccc4o3)=C(O)C(=O)N2c2cc(C)on2)cc1 (stereo not given)

assay / entry,7,8,9,10,11,12
ELG1 DNA repair,19%,u,1%,15µM*,4%,10%
Tb PFK inh,5%,4%,3%,-2%,-9%,0%
TRPV1 ag,x,9,-3,7,-4,1
p53 reactivation,3%,3%,7%,-11%,u,1%
Rab9 prom act,x,8%,1%,-29%,-4%,1%
BRCA1 expr up,3%,0%,-1%,-46%,0%,0%
FLuc modulator,x,u,7%,2%,-4%,4%
Gal4-VP16 FLuc,x,-14%,1%[0.365 µM],2.8µM*,-7%,u
RORgamma inh,x,-2%,6%,2µM*,-9%,u
ELG1 genotox,3%,1%,-6%,-10%,-8%,-6%
NPC1 prom act,x,-1%,1%,-28%,4%,-3%

13. O=c1[nH]nc(-c2ccc(F)cc2)cc1Cc1ccccc1
14. CCOC(=O)c1cnc2c(C)cccc2c1NCCCN1CCOCC1
15. Cc1ccc(C2(C)NC(=O)N(CC(=O)N3CCN(S(=O)(=O)c4cccc([N+](=O)[O-])c4)CC3)C2=O)cc1 (stereo not given)
16. COc1nc(-c2ccccc2)cc(-c2ccc3c(c2)OCO3)c1C#N
17. O=C(CN(CCc1ccccc1)S(=O)(=O)c1ccc(Br)cc1)N/N=C/c1ccccc1C(=O)O
18. COC(=O)c1sccc1NC(=O)CN(C)NS(=O)(=O)c1ccc(Cl)cc1

assay / entry,13,14,15,16,17,18
ELG1 DNA repair,11%,-23%,-17%,u,16%,-2%
Tb PFK inh,0%,1%,0%,1%,3%,0%
TRPV1 ag,17,0,x,1,6,2
p53 reactivation,-6%,x,-7%,0%,4%,2%
Rab9 prom act,-6%,-1%,x,-22%,-2%,4%
BRCA1 expr up,-23%,34%,-8%,-53%,-3%,-62%
FLuc modulator,2%,2%,x,1%,-19%,3%
Gal4-VP16 FLuc,8%,-11%,x,2%,2%,3%
RORgamma inh,-9%,-22%,x,32%,-21%,1%
ELG1 genotox,0%,11%,-1%,-5%,0%,1%
NPC1 prom act,6%,-2%,x,-40%[inhibitor],-3%,-6%

19. CCCCC(=O)Nc1nnc(SCC(=O)NCC2CCCO2)s1 (stereo not given)
20. CN(C)S(=O)(=O)N1CCN(C(=O)N2CCOCC2)CC1
21. CCN(CC(=O)Nc1ccc(NC(C)=O)cc1)Cc1c(O)ccc2cc(Br)ccc12
22. Cc1ccc(OCC(=O)NCCc2c[nH]c3ccccc23)cc1
23. Nc1nonc1C(=O)NCCNCc1ccccc1OCc1ccc(F)cc1
24. CC1(C)CC(=O)C2=C(C1)OC(N)=C(C#N)C2c1cn(-c2ccccc2)nc1-c1ccccc1 (stereo not given)

assay / entry,19,20,21,22,23,24
ELG1 DNA repair,-12%,11%,20%,-7%,0%,u
Tb PFK inh,-4%,1%,1%,-3%,-2%,2%
TRPV1 ag,-8,-4,-2,15,u,7
p53 reactivation,-3%,-6%,-3%,-3%,-9%,14%
Rab9 prom act,-5%,-5%,-1%,-4%,-3%,-4%
BRCA1 expr up,-15%,-7%,3%,-20%,-31%,15%
FLuc modulator,2%,-1%,-2%,-5%,1%,-2%
Gal4-VP16 FLuc,x,1%,1%,1%,-20%,-12%
RORgamma inh,x,-1%,-16%,6%,u,u
ELG1 genotox,0%,-2%,4%,-1%,-3%,9%
NPC1 prom act,-3%,5%,-4%,0%,0%,0%

25. O=C1c2ccccc2C(=O)C1c1ccccn1
26. Fc1ccc(C2c3[nH]c4ccccc4c3CCN2Cc2ccoc2)cc1 (stereo not given)
27. O=C(NNC(=S)NC(=O)c1ccco1)c1ccc(NC(=O)c2ccccc2)cc1
28. CCOP(=O)(OCC)c1nc(Cc2ccccc2)oc1NCc1ccccc1
29. COc1ccc(NC(=O)COC(=O)CNC(=O)c2cccs2)cc1Cl
30. CSC1=NSC2=NC(=O)/C(=C\c3coc4ccccc4c3=O)C(=N)N12

assay / entry,25,26,27,28,29,30
ELG1 DNA repair,u,u,15µM*,-3%,11%,14%
Tb PFK inh,-1%,0%,-8%,1%,-6%,0%
TRPV1 ag,1,0,-4,8,15,u
p53 reactivation,9%,0%,7%,-5%,11%,0%
Rab9 prom act,1.4µM*,-3%,-6%,-1%,-3%,2%
BRCA1 expr up,2.5µM*,-28%,-24%,-1%,3%,-1%
FLuc modulator,11µM*,0%,u,-2%,-2%,-18%
Gal4-VP16 FLuc,-20%,3%,4%,-10%,x,6%
RORgamma inh,u,25%,u,-3%,x,9%
ELG1 genotox,u,-7%,-6%,-1%,6%,-1%
NPC1 prom act,2.5µM*,-2%,-1%,-5%,-9%,-5%

# Given tab-delimited: entries from further up
nr	Compound	ELG1 DNA repair	Tb PFK inh	TRPV1 ag	p53 reactivation	Rab9 prom act	BRCA1 expr up	FLuc modulator	Gal4-VP16 FLuc	RORgamma inh	ELG1 genotox	NPC1 prom act
27	O=C(NNC(=S)NC(=O)c1ccco1)c1ccc(NC(=O)c2ccccc2)cc1	15µM*	-8%	-4	7%	-6%	-24%	u	4%	u	-6%	-1%
28	CCOP(=O)(OCC)c1nc(Cc2ccccc2)oc1NCc1ccccc1	-3%	1%	8	-5%	-1%	-1%	-2%	-10%	-3%	-1%	-5%
29	COc1ccc(NC(=O)COC(=O)CNC(=O)c2cccs2)cc1Cl	11%	-6%	15	11%	-3%	3%	-2%	x	x	6%	-9%

# Next section:
31. N#CCCN(Cc1ccccc1)C(=O)Nc1ccc2c(c1)CCO2
32. C=CCOc1ccc(/C=N/NC(=O)C(=O)Nc2ccccn2)cc1OC
33. CCOC(=O)CCCCNC(=O)Nc1ccccc1
34. O=C(CSc1nc(-c2ccco2)cc(C(F)(F)F)n1)Nc1ccc2c(c1)OCO2
35. O=C(Nc1ccc(F)cc1)c1cccnc1
36. COc1ccc(CC(=O)NCC2CCCN(Cc3ccc(OC(F)(F)F)cc3)C2)cc1 (stereo not given)
37. COc1ccc(-c2csc3ncnc(N4CCN(c5ccccc5)CC4)c23)cc1
38. CCOC(=O)c1ccc(N2C=C(C(=O)OC)C(c3cccc(O)c3)C(C(=O)OC)=C2)cc1

assay / entry,31,32,33,34,35,36,37,38
ELG1 DNA repair,2%,u,-18%,u,1%,-9%,u,u
Tb PFK inh,-2%,0%,10%,0%,-9%,3%,-4%,0%
TRPV1 ag,0,0,u,9,3,16,-3,0
p53 reactivation,-5%,0%,-2%,8%,u,8%,23%,0%
Rab9 prom act,-1%,-3%,-2%,-4%,-1%,-3%,-2%,-7%
BRCA1 expr up,-1%,5%,9%,-69%,8%,-21%,-50%,-28%
FLuc modulator,-2%,-22%,6%,0%,1%,1%,1%,u
Gal4-VP16 FLuc,7%,-19%,-1%,-11%,22%,-20%,1%,-23%
RORgamma inh,28%,-14%,34%,42%,26%,33%,22%,1%
ELG1 genotox,2%,7%,16%,1%,8%,-7%,-21%,0%
NPC1 prom act,-3%,1%,0%,-19%,-1%,1%,-4%,-3%
